Diaphorase inh – diaphorase inhibition or chemical oxidation counter-screen; diaphorase resazurin-to-resorufin fluorescence, NADH, 16 min; bacterial (C. kluyveri) enzyme, not human; hit rate 0.69% among 190,000; inhibition, % at 20 µM;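 active = primary screen inhibition at 20 µM above a set limit, cut at about 50% in these data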;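 also: plate controls were DMSO with full reaction for no effect and wells lacking NADH for full effect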
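Assay system – diaphorase enzyme from Clostridium kluyveri · Amount – diaphorase 0.14 U/mL (working solution) · Times – reaction incubation of 16 min at room temperature · Controls – No-NADH positive control and DMSO neutral control · Signal – resorufin fluorescence 544/590 nm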
TNAP act hi DEA – increases human TNAP activity under high phosphate acceptor concentration. P05186. purified TNAP, CDP-star luminescence, 1 M DEA, 30 min; hits give high values; 0 = EDTA background, 1 = DMSO-only activity. activation factor at 20 µM. 200,000 tested, under 10 active;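 active = activation factor at least 2 at 20 µM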
Target sequence (P05186 whole entry, looked up): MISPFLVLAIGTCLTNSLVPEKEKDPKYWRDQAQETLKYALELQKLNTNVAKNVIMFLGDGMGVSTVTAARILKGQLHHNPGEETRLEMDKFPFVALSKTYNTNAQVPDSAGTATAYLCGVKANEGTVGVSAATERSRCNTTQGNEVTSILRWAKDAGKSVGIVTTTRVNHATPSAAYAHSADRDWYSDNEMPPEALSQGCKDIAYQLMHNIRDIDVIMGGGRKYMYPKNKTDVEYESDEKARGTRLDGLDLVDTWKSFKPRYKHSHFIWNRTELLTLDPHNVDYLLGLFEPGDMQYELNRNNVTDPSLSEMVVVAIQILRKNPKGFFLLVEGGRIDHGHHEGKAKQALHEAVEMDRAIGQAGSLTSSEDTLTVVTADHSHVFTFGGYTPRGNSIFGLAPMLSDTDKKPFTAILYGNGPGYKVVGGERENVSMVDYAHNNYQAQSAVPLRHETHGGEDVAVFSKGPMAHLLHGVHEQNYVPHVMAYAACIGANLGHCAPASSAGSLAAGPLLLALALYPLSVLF
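Test system – human TNAP · Doses – 20 µM single point · Incubation – 30 min, room temperature · Signal – luminescent substrate turnover signal · Read-out basis – activation factor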
bIAP activator – intestinal alkaline phosphatase (bovine) activation. activation factor at 20 µM. hit rate 0.17% among 200,000. purified bovine IAP, CDP-star luminescence, 30 min; hits give high values; fold of DMSO-control signal, blank-subtracted;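 active = activation factor of 2 or more at 20 µM, a signal rise over negative controls twice the positive control's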
PMI act satM6P – activators of human phosphomannose isomerase at near-saturating mannose 6-phosphate | P34949 | coupled PMI enzyme assay, resazurin fluorescence, 20 min; hits give high values; 1 = untreated enzyme, 0 = substrate-free blank | activation factor at 20 µM | hit rate 0.34% among 190,000;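 active = activation factor of 2 or more at 20 µM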
Target sequence (P34949 whole entry, looked up): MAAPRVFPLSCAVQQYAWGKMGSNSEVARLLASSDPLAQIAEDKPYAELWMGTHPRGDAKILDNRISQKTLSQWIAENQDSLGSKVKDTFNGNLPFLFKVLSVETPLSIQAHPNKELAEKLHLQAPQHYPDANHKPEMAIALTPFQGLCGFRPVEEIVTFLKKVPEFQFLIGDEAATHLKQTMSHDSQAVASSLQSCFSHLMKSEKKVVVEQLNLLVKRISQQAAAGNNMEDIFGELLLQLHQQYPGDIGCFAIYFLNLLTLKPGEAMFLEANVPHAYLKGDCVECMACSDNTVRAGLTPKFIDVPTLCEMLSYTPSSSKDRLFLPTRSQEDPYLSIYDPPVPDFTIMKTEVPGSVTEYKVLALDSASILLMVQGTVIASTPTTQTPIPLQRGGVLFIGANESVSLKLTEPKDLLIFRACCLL
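Technique: Diaphorase-driven resazurin-to-resorufin fluorescence, excitation 544, emission 590 nm | Assay system: Human PMI in coupled enzyme assay | Times: Enzyme reaction with compound 20 min at room temperature | Medium: HEPES-buffered pH 7.4 with magnesium and detergent | Reagent: Mannose-6-phosphate 1.0 mM (near-saturating) plus 0.22 mM NADP+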
PMI act – increases human mannose-6-phosphate isomerase activity | purified human PMI, coupled resazurin fluorescence, 20 min; hits give high values; 1 = vehicle control, 0 substrate-free wells | activation factor at 20 µM | hit rate 0.005% among 190,000;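 active = activation factor of 2 or more at 20 µM, relative to plate controls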
TNAP inh noacc – blocks human TNAP activity with no phosphate acceptor present; purified TNAP, CDP-star luminescence, 30 min; AID 1012; hit rate 0.26% among 200,000; inhibition, % at 20 µM;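 active = tissue-nonspecific alkaline phosphatase inhibition above about 50% at 20 µM in the single-dose screen, limit read from the data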;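 also: 0% = DMSO negative control and 100% = EDTA positive control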
Diaphorase act – counter-screen for diaphorase-based assays: diaphorase activators and chemical reducers. hit rate 0.005% among 190,000. activation factor at 20 µM. Diaphorase/resazurin coupled assay, resorufin fluorescence, 16 min; hits give high values; 1 = vehicle wells, 0 = NADH-free wells;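 active = diaphorase activity raised at least twofold by the compound at 20 µM; inactive = activation factor below 2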
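test system = bacterial diaphorase enzyme (C. kluyveri) | quantity = enzyme 0.07 U/mL final | reagent = NADH substrate 0.114 mM plus resazurin dye 0.1 mM, final | incubation = 16 min enzyme reaction, ambient temperature | buffer or medium = HEPES pH 7.4 buffer with MgCl2 and Tween 20 | signal = fluorescence of resorufin, 544 nm excitation, 590 nm emission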
bIAP inhibitor – blocks bovine intestinal alkaline phosphatase activity; purified bovine IAP, CDP-star luminescence, 30 min; AID 1019; 190,000 tested, under 10 active; inhibition, % at 20 µM;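 active = over 50% inhibition of intestinal alkaline phosphatase at 20 µM in the single-dose screen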
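Incubation: 30 min reaction at room temperature / Material: purified bovine intestinal alkaline phosphatase (IAP) enzyme / Input: enzyme at 1/65,000,000 dilution / Dosing: 20 µM single dose / Signal: CDP-star luminescence signal / Reagent: CDP-star chemiluminescent phosphatase substrate, 30 µM final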
TNAP inh hiacc – TNAP (human) inhibition, high acceptor. purified TNAP, CDP-star luminescence, 1 M DEA. inhibition, % at 20 µM. hit rate 0.03% among 200,000. AID 1135;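 active = over 50% inhibition of tissue-nonspecific alkaline phosphatase at 20 µM in the single-dose screen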;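 also: plate controls were DMSO wells for no effect and EDTA-quenched wells as full inhibition for full effect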
L major viab – inhibitors of Leishmania major promastigote growth | Leishmania major promastigotes, resazurin fluorescence viability | inhibition, % at 10 µM | AID 1063 | hit rate 9% among 200,000; in the data active = inhibition above about 50%;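 also: promastigotes grown with compound for 44 hours at 28 °C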
* = called active by the depositor; nt = not tested or not shown.

cpd | molecule | bIAP activator | bIAP inhibitor | PMI act | Diaphorase act | TNAP act hi DEA
1 | CCN1CCS/C1=C/C=C/C1=[N+](CC)CCS1 | 0.9 | 7 | 1 | 1 | 0.8
2 | CO/N=C(\Cn1ncc(NC2CCCCC2)c(Br)c1=O)c1ccc(Cl)cc1 | 1 | 4 | 0.9 | 0.8 | 1
3 | COC(=O)C(O)(NC(=O)NC(C)=O)C(F)(F)F (stereo unspecified) | 1 | 5 | 1 | 1 | 1
4 | C/C(=N\NC(=O)c1ccc(NS(=O)(=O)c2cccs2)cc1)c1ccc(C(C)(C)C)cc1 | 1.5 | -48 | 0.8 | 0.8 | 1
5 | COc1ccc(-c2cc(C(=O)Nc3cc(C)n(Cc4ccc(Cl)cc4)n3)no2)cc1OC | 0.9 | 11 | 1 | 1 | 1
6 | COc1cccc(-c2cc(C(=O)NCc3ccc(Cl)cc3)no2)c1 | 0.8 | 24 | 0.8 | 0.8 | 1.1
7 | CCOC(=O)Cn1c(=O)oc2cc(S(=O)(=O)NCCC(C)C)ccc21 | 0.9 | 5 | 1.1 | 1 | 1.1
8 | CN(C)CCCN=Cc1c(-c2ccccc2)[nH]n(-c2nc3ccccc3s2)c1=O | 1.1 | -6 | nt | nt | 1
9 | CCOC(=O)C1CCN(Cc2cn[nH]c2-c2ccc(C)cc2)CC1 | 1.3 | -29 | 1 | 1.1 | 1
10 | O=C(Nc1cccn(Cc2c(Cl)cccc2Cl)c1=O)C1CC1 | 1.1 | -8 | 1 | 0.9 | 1
11 | CN1CCN(C(=O)c2cc(COc3c(F)cccc3F)on2)CC1c1ccccc1 (stereo unspecified) | 1.1 | -7 | nt | nt | 1
12 | N#CC1=C2C=CC=CN2CC1=O | 0.9 | 6 | 0.9 | 1 | 1
13 | Brc1ccc(-c2noc(COc3ccc4ccccc4c3)n2)o1 | 0.6 | 39 | 0.9 | 0.8 | 1
14 | Cc1ccccc1C(=O)NNC(=O)c1cc(N)cc([N+](=O)[O-])c1 | 0.9 | 12 | 1 | 1 | 1
15 | C=CCOC(=O)c1cn(CC)c2nc(C)ccc2c1=O | 0.8 | 23 | 1.1 | 0.9 | 1

cpd | TNAP inh hiacc | TNAP inh noacc | L major viab | PMI act satM6P | Diaphorase inh
1 | 19 | 21 | 100* | 0.9 | -3
2 | -4 | -7 | 6 | 1 | 16
3 | -4 | -10 | -5 | 1 | -2
4 | 0 | -10 | 18 | 0.8 | 25
5 | -3 | -12 | 4 | 1 | 3
6 | -7 | -15 | -1 | 0.8 | 21
7 | -5 | -16 | -1 | 1.2 | 3
8 | -5 | 7 | -11 | nt | nt
9 | -2 | 10 | 6 | 1.1 | -7
10 | -3 | -6 | 9 | 1 | 12
11 | 0 | -4 | 2 | nt | nt
12 | -2 | -9 | -7 | 1 | 1
13 | 0 | -14 | -4 | 0.9 | 19
14 | -1 | -2 | -2 | 1.1 | 4
15 | -3 | -15 | 4 | 1.1 | 11

Arranged by count of non-hydrogen atoms (descending): four of the compounds above
cpd | molecule | bIAP activator | bIAP inhibitor | PMI act | Diaphorase act | TNAP act hi DEA
7 | CCOC(=O)Cn1c(=O)oc2cc(S(=O)(=O)NCCC(C)C)ccc21 | 0.9 | 5 | 1.1 | 1 | 1.1
6 | COc1cccc(-c2cc(C(=O)NCc3ccc(Cl)cc3)no2)c1 | 0.8 | 24 | 0.8 | 0.8 | 1.1
15 | C=CCOC(=O)c1cn(CC)c2nc(C)ccc2c1=O | 0.8 | 23 | 1.1 | 0.9 | 1
12 | N#CC1=C2C=CC=CN2CC1=O | 0.9 | 6 | 0.9 | 1 | 1

cpd | TNAP inh hiacc | TNAP inh noacc | L major viab | PMI act satM6P | Diaphorase inh
7 | -5 | -16 | -1 | 1.2 | 3
6 | -7 | -15 | -1 | 0.8 | 21
15 | -3 | -15 | 4 | 1.1 | 11
12 | -2 | -9 | -7 | 1 | 1

The listing continues.
cpd | molecule | bIAP activator | bIAP inhibitor | PMI act | Diaphorase act | TNAP act hi DEA
16 | CC(=O)Nc1sc(N/N=C\c2ccccc2F)nc1-c1cccs1 | 0.9 | 11 | 0.9 | 0.7 | 1
17 | NC(=O)CSc1nnc(C2CC2)n1Cc1ccccc1 | 0.9 | 15 | 0.9 | 0.9 | 1.1
18 | O=C(NC1CCCCC1)C(c1ccc2ncccc2c1)N(Cc1cccs1)C(=O)c1cccs1 (stereo unspecified) | 1 | -3 | 0.9 | 1 | 1
19 | CCOC(=O)N1CCN(C(=O)/C=C/c2ccc3c(c2)OCO3)CC1 | 1 | -1 | 0.9 | 0.8 | 1.1
20 | COc1cc(CNCc2ccccc2C(F)(F)F)cc(OC)c1 | 1.2 | -15 | 0.9 | 0.8 | 1.1
21 | CC(=O)Oc1ccc2c(=O)c(-c3ccccc3)coc2c1 | 1.1 | -6 | 1 | 0.9 | 1
22 | COc1ccc(-n2cnnc2SCc2ncc(-c3ccccc3)o2)cc1 | 1 | -4 | 1 | 0.8 | 1.1
23 | Cc1ccc2nc(-c3ccccc3)c(-c3ccccc3)nc2c1 | 1 | 1 | 0.9 | 0.8 | 1
24 | CCOC(=O)Cc1csc(NC(=O)CSc2nncn2C)n1 | 1.3 | -32 | 1.1 | 1.1 | 1.1
25 | Cc1ccc(S(=O)(=O)NCCSc2nnnn2-c2cc(C)ccc2C)cc1 | 0.8 | 15 | 0.8 | 0.8 | 1
26 | Cc1cc(C(=O)N/N=C/C=C/c2ccc([N+](=O)[O-])cc2)n[nH]1 | 1.3 | -27 | 1 | 1 | 1
27 | CCN1CCN(Cc2cc(=O)oc3ccc(Cl)cc23)CC1 | 0.9 | 13 | 1 | 0.8 | 1.1
28 | CC(C)OC(=O)CC(=O)CSc1nc2c(cc1C#N)CCCCC2 | 1 | 0 | 0.9 | 0.8 | 1
29 | Nc1cc(=O)nc(SCC(=O)NC2CCCCC2)n1-c1ccccc1 | 0.9 | 7 | 1.1 | 1 | 1.1
30 | CCOc1cc(C(=S)N2CCCCC2)ccc1OS(=O)(=O)c1ccc(Br)cc1 | 0.9 | 14 | 0.9 | 0.8 | 1

cpd | TNAP inh hiacc | TNAP inh noacc | L major viab | PMI act satM6P | Diaphorase inh
16 | 1 | -1 | -2 | 1 | 31
17 | -10 | -18 | -3 | 0.9 | 11
18 | -4 | -2 | 49 | 1 | -2
19 | -7 | -5 | 13 | 0.9 | 17
20 | -9 | -13 | 8 | 0.9 | 23
21 | 2 | -8 | 0 | 1 | 8
22 | -8 | -12 | -7 | 1 | 19
23 | -3 | -3 | 2 | 0.9 | 20
24 | -8 | -5 | -4 | 1.1 | -13
25 | -2 | -4 | 100* | 0.8 | 21
26 | 1 | -82 | 14 | 0.9 | 3
27 | -8 | -14 | 0 | 0.9 | 22
28 | 1 | 4 | -3 | 1 | 23
29 | -5 | -4 | -2 | 1.1 | 1
30 | -2 | -8 | 14 | 0.9 | 16

The listing continues:
cpd | molecule | bIAP activator | bIAP inhibitor | PMI act | Diaphorase act | TNAP act hi DEA
31 | CCCCNC(=O)N1CCN(C(=O)c2ccco2)CC1 | 1 | 0 | 0.9 | 0.9 | 1
32 | C#CCN(C)Cc1ccccc1 | 0.9 | 9 | 1.1 | 1 | 1
33 | COc1cc(C)c(Br)cc1S(=O)(=O)N1CCCC1 | 0.9 | 9 | 0.9 | 1 | 1
34 | COc1ccc2cc(CCC(C)=O)ccc2c1 | 1 | -3 | 0.9 | 0.9 | 1.1
35 | CCOC(=O)c1c(NC(=O)COC)sc(C)c1C | 1 | -3 | 1.1 | 1 | 1
36 | N/C(=N\OC(=O)C1CCCCC1)c1cccnc1 | 1 | 4 | 1 | 0.9 | 1
37 | CCN1CCN(c2nc3sc4c(c3c(=O)n2-c2ccc(OC)cc2)CCCCC4)CC1 | 1 | -1 | 0.9 | 0.9 | 1
38 | COC(=O)CNC(=O)CNC(=O)Nc1ccccc1 | 0.9 | 9 | 0.9 | 0.9 | 1
39 | CCOC(=O)N1CCN(C(=O)c2ccc(N(Cc3ccccc3)S(C)(=O)=O)cc2)CC1 | 1 | -1 | 1 | 0.9 | 1
40 | CCn1c(-c2cc(OC)c(OC)c(OC)c2)n[nH]c1=S | 1 | 1 | 1 | 0.9 | 1
41 | Cc1ccc(C2=NN(CC(=O)NCc3ccco3)C(=O)CC2)cc1 | 1.2 | -18 | 0.9 | 0.9 | 1
42 | O=C(Nc1ccc(N2CCOCC2)cc1)C1CCN(S(=O)(=O)Cc2ccccc2)CC1 | 0.9 | 5 | 0.9 | 0.9 | 1
43 | CC(C)(C)c1ccc(C(=O)N2CCN(CCNC(=O)C(=O)NCc3ccccc3)CC2)cc1 | 1 | 2 | 1.1 | 1.1 | 1.1
44 | CCn1c(=O)cc(SCC(=O)NCc2ccc(C)o2)c2ccccc21 | 0.9 | 7 | 1 | 0.9 | 1
45 | C/C=C/Cn1c(N(C)Cc2ccccc2)nc2c1c(=O)[nH]c(=O)n2C | 0.9 | 8 | 0.9 | 0.9 | 1

cpd | TNAP inh hiacc | TNAP inh noacc | L major viab | PMI act satM6P | Diaphorase inh
31 | 3 | 0 | -2 | 0.9 | 5
32 | -3 | -8 | -7 | 1.1 | -1
33 | -3 | -6 | 5 | 1 | 0
34 | -6 | -8 | nt | 1 | 13
35 | 4 | 2 | 0 | 1 | -1
36 | -3 | -13 | -2 | 1 | 15
37 | -2 | -2 | 98* | 0.9 | 10
38 | -2 | -11 | -3 | 0.9 | 12
39 | -3 | -6 | -5 | 1 | 14
40 | 4 | 14 | -9 | 1 | 8
41 | -4 | -8 | -6 | 1 | 7
42 | 2 | -5 | 0 | 0.9 | 9
43 | -7 | 1 | 25 | 1.1 | -8
44 | -5 | -19 | 4 | 1 | 8
45 | 0 | -6 | -6 | 0.9 | 13

(further entries)
cpd | molecule | bIAP activator | bIAP inhibitor | PMI act | Diaphorase act | TNAP act hi DEA
46 | Cc1cc(C)nc(SCC(=O)NC2CCCC2)n1 | 1 | 0 | 1 | 0.8 | 1.1
47 | COc1ccc(N(CC(=O)N2CCC(C)CC2)S(=O)(=O)c2c(C)nn(C)c2C)cc1 | 1 | -2 | 1 | 0.9 | 1.1
48 | Cn1c(SCCSc2nnc(-c3ccccc3)n2C)nnc1-c1ccccc1 | 0.9 | 8 | 1.1 | 1 | 1
49 | Cn1c(=O)[nH]c(NC2CCCCC2)c(N=O)c1=O | 0.9 | 14 | 1 | 1 | 1
50 | CCOC(=O)c1ccc(NC(=O)c2cc(S(=O)(=O)N3CCOCC3)ccc2O)cc1 | 0.9 | 12 | 1 | 0.9 | 1

cpd | TNAP inh hiacc | TNAP inh noacc | L major viab | PMI act satM6P | Diaphorase inh
46 | -8 | -2 | -7 | 1.1 | 19
47 | -8 | -12 | -4 | 0.9 | 12
48 | 0 | -9 | nt | 1.1 | 3
49 | 2 | -13 | -3 | 1.1 | 4
50 | -3 | -9 | -5 | 1 | 15

Screening results as filed in PubChem.
